High-throughput results: PubChem BioAssay, several laboratories
zfTRPN1 agonist: zebrafish TRPN1 (NompC) channel agonism | HEK293 zebrafish TRPN1-YFP, Fluo-8 calcium fluorescence; 100% = response to 87 µM carbachol | activation, % at 3 µM | hit rate 0.18% among 220,000;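 active means activation above its plate's cutoff, the mean activation of test wells on that plate plus 3 SD, cut at about 19% in these data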;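 further: 0% = DMSO alone and 100% = 87 µM carbachol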
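Assay system: Zebrafish TRPN1-YFP in HEK293 cells | Incubation: Dye loading 1 h at 37 °C, then 30 min room temperature | Measured by: Kinetic Fluo-8 fluorescence, ex 470-495, em 515-575 nm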
NPY2 pot ag: potentiators or agonists of human neuropeptide Y receptor Y2 | hit rate 0.45% among 220,000 | cells expressing NPY-Y2, potentiator/agonist read-out | activation, % at 3.6 µM | P49146; in the data active means activation above about 27%;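 further: cells stimulated with NPY near EC25 plus isoproterenol at EC100; 0% = vehicle plus submaximal agonist and 100% = vehicle plus saturating agonist; some results beyond the cut were filed as inactive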
Target sequence (P49146 whole entry, looked up): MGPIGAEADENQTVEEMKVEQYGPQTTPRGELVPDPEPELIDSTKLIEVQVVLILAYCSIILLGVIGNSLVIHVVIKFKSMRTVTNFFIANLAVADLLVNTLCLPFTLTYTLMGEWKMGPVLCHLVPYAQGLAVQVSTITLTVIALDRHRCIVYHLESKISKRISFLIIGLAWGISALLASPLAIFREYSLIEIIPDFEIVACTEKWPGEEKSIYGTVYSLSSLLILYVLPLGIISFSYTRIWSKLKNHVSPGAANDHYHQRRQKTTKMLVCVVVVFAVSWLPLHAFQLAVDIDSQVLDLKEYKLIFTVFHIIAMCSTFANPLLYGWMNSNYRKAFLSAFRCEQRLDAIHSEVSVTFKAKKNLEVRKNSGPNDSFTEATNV
TRPML3 ag: agonists of human TRPML3 channel | Q8TDD5 | hit rate 0.29% among 220,000 | HEK293 TRPML3-YFP, Fluo-8 calcium fluorescence; 100% = the carbachol control signal | activation, % at 3 µM | AID 1448;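 active means activation above its plate's cutoff, the mean activation of the plate's test wells plus 3 SD, cut at about 12% in these data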;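 further: 0% = DMSO only wells and 100% = carbachol wells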
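Material: HEK293 cells stably carrying human TRPML3-YFP; compound dosing: single dose, 3 µM final nominal compound, 0.3% DMSO final; incubation: 1-h 37 °C dye load, 5-s basal, 120-s post-compound reads; technique: Fluo-8 intracellular calcium fluorescence, excitation 470-495 nm, emission 515-575 nm; read-out basis: percent activation from peak-to-basal fluorescence ratio, scaled between DMSO and carbachol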
NPY Y1 blocker: antagonists of human neuropeptide Y receptor Y1; P25929; HEK293-CNG Y1 cells, membrane potential fluorescence; NPY at EC95, then isoproterenol; inhibition, % at 3.6 µM; hit rate 1% among 200,000; AID 1040;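 active means inhibition above the campaign mean inhibition of all tested compounds plus 3 SD, cut at about 20% in these data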;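 further: 0% = DMSO wells given NPY plus isoproterenol and 100% = isoproterenol alone without NPY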
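Test system: HEK293 cells co-expressing NPY Y1 receptor and cyclic-nucleotide gated channel; Also added: NPY (25 nM), isoproterenol (1 µM), Ro 20-1724 (25 µM); Compound dosing: one concentration, 3.6 µM, in 0.4% DMSO; Timing: dye 3 h, compound 60 min room temperature, stimulation 45 min; Technique: Membrane-potential fluorescent dye readout.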
CHOP inh: blocks CHOP induction under ER stress | CHO-K1 CHOP-promoter luciferase, tunicamycin-induced, 15-18 h | inhibition, % at 10 µM | hit rate 3.8% among 220,000 | AID 2732;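 active means compounds that reduced the stress-induced luciferase reporter signal by more than about 70% of percent inhibition, limit read from the data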;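 further: 0% = tunicamycin plus vehicle and 100% = wells without tunicamycin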
EP2 mod: EP2 receptor (human) modulation; EP2-expressing cells, cAMP HTRF FRET, PGE2 co-stimulation; induction, % at 25 µM; AID 940; P43116; hit rate 0.83% among 260,000;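 active means compounds whose cAMP rise, as percent of the full-agonist control response, exceeds 60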;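 further: rat C6 glioma line stably carrying human EP2 under a CMV promoter; the protocol text gives 20 µM as final concentration; 100% = response of wells given 1 µM PGE2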
NPY-Y1 PAM-ag: potentiators or agonists of human neuropeptide Y receptor Y1. P25929. NPY-Y1 expressing cells, potentiator/agonist activation. hit rate 0.37% among 220,000. activation, % at 3.6 µM; in the data active means activation above about 33%, passing the limit was not always enough;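 further: cells stimulated with NPY at EC10 then isoproterenol at EC100; 0% = low agonist plus stimulus and 100% = saturating agonist plus stimulus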
S1P4 antagonist: antagonists of human S1P4 receptor | S1P4-expressing cells, antagonist mode, reporter read-out | O95977 | hit rate 0.26% among 220,000 | inhibition, % at 4.98 µM; in the data active means inhibition above about 29%;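 further: 0% = wells stimulated with agonist and 100% = vehicle wells without agonist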
Target sequence (O95977 whole entry, looked up): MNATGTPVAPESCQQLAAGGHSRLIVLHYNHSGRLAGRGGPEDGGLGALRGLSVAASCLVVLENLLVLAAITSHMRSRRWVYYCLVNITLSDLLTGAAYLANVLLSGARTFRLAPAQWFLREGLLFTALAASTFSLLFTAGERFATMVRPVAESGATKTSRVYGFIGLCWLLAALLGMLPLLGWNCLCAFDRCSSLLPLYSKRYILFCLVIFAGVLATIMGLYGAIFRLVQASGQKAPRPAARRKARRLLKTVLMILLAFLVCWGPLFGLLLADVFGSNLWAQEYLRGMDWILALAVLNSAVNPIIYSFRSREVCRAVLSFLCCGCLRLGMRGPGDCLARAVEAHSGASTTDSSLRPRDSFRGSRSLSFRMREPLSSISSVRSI
S1P4 ag: human S1P4 receptor agonism | O95977 | S1P4-expressing cell line, agonist reporter assay | activation, % at 4.98 µM | hit rate 0.35% among 220,000 | AID 1509; in the data active means activation above about 11%;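 further: 0% = DMSO vehicle and 100% = reference agonist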
Numbers without * were called inactive; . = no result given; & = joins results of further samples. An unsorted share of the library. About 6.5% of those tested had a hit in this group.

SMILES | zfTRPN1 agonist | NPY2 pot ag | TRPML3 ag | NPY Y1 blocker | CHOP inh | EP2 mod | NPY-Y1 PAM-ag | S1P4 antagonist | S1P4 ag
CCOC(=O)C1(Cc2ccc(OC)cc2)CCN(C(=O)c2csc(C)n2)CC1 | -0.4 | -6 | -0.3 | 2 | -15 | 4 | 8 | -6 | 1.7
CCc1nnc(NC(=O)CSc2nnc(C)n2-c2ccc(C)cc2)s1 | 0.4 | 0 | 0.2 | 2 | -22 | 16 | -7 | 9 | 0.5
CN(C)C(=O)NC(Nc1cccc([N+](=O)[O-])c1)C(Cl)(Cl)Cl (stereo not drawn) | 0.2 | 7 | 0.0 | -1 | 13 | -17 | -3 | -5 | 0.5
Fc1ccc(CNC(=S)Nc2ccccc2Cl)cc1 | 0.5 | 0 | -0.7 | 4 | -18 | -7 | 4 | 6 | -0.1
O=C(OCc1nc2scc(-c3ccccc3)c2c(=O)[nH]1)c1cc([N+](=O)[O-])ccc1Cl | 1.3 | 7 | 0.4 | -1 | 58 | -24 | -3 | 0 | -0.3
O=C(c1cc2n(n1)C(C(F)(F)F)CC(c1ccc(F)cc1)N2)N1CCCC1 (stereo not drawn) | 2.0 | 15 | 1.0 | -2 | 38 | 3 | 17 | -3 | 1.4
COC(=O)c1ccc(NC(=S)NNC(=O)c2ccccc2)cc1 | 0.2 | -7 | 1.4 | 8 | -32 | -28 | -8 | -13 | -0.1
O=c1cc(CSc2ccccc2)nc(-c2ccccc2)[nH]1 | -1.5 | -5 | 0.8 | 6 | 37 | 1 | -4 | -2 | -2.0
c1cnn(-c2nc(N3CCOCC3)nc(N3CCOCC3)n2)c1 | 0.8 | 1 | 1.0 | 6 | 28 | -9 | 3 | 16 | -0.2
Cc1ccc(-c2cc(C(F)(F)F)n3nc(C(=O)Nc4ccon4)cc3n2)cc1C | 0.7 | 1 | 0.6 | . | 9 | -3 | -3 | -3 | -2.7
O=C(NCc1cccc(CNC(=O)C(=O)NCC2CCCO2)c1)C(=O)NCC1CCCO1 (stereo not drawn) | 0.8 | 8 | 0.5 | 6 | -3 | 28 | 2 | 11 | -0.3
Clc1ccc(CSc2nnc3ccccn23)c(Cl)c1 | -0.6 | -1 | 0.0 | 2 | -22 | 15 | 19 | -9 | -1.8
O=C(c1ccco1)N1CCCC(c2ccccc2)C1 (stereo not drawn) | -1.9 | 3 | -0.4 | -7 | 45 | 30 | -9 | 1 | 6.4
CN1CCN(CC(=O)Nc2sc3c(c2C#N)CCC(C(C)(C)C)C3)CC1 (stereo not drawn) | -0.3 | -17 | 0.5 | 3 | -34 | 3 | -12 | -12 | -3.9
O=C(N/N=C\c1ccc(Br)cc1)c1ccc(Cn2cccn2)o1 | 1.7 | 3 | 0.7 | -1 | -12 | 5 | 3 | -11 | -0.2
O=c1[nH]nc(SCc2nc3ccccc3s2)n1C1CC1 | 1.9 | 0 | 0.5 | -4 | -22 | -15 | 4 | -1 | 0.7
COc1ccc(CNC(=O)[C@H](C)NC(=O)C2CCN(S(=O)(=O)c3ccc(C)cc3)CC2)cc1 | 0.0 | 1 | 0.1 | 1 | -3 | 9 | 4 | -3 | -1.5
Cc1cccc(OCc2nnc3n2CCCCC3)c1 | 0.7 | 3 | -0.7 | -5 | 6 | 17 | -16 | -1 | 0.5
CCCn1c(=O)c(C(=O)c2ccccc2)nc2ccccc21 | -0.7 | -1 | 0.3 | 2 | 2 | 18 | 13 | -9 | -0.1
CSc1ccccc1C(=O)Nc1ccccc1C(=O)N1CCCC1 | -0.6 | -11 | -0.5 | 9 | 8 | 20 | 12 | 15 | -1.0
CN(C)c1ccc(/C=N/Nc2cc(N3CCOCC3)nc(N3CCOCC3)n2)cc1 | -0.2 | -3 | 0.3 | -2 | 1 | 27 | 0 | -7 | -0.6
Cc1nc2ccc(NC(=O)Cc3ccccc3F)cc2s1 | -0.2 | 1 | -0.2 | -3 | -8 | -16 | 7 | 7 | 0.4
CCS(=O)(=O)c1ccc2oc(SCC(=O)Nc3ccc(OC)c(OC)c3)nc2c1 | -0.1 | -3 | 0.2 | -3 | 17 | 42 | -4 | 6 | 2.0
CCOC(=O)C1=C(Nc2ccc(C)cc2)CC(C)(O)C(C(=O)OCC)C1c1ccccc1 (stereo not drawn) | -0.2 | 0 | 0.1 | 9 | 56 | 20 | 4 | 3 | 2.9
Cc1nc([N+](=O)[O-])cn1CC(O)c1ccccc1 (stereo not drawn) | 1.6 | -9 | 1.1 | . | 9 | -2 | 3 | 6 | -1.5

Next compounds:
SMILES | zfTRPN1 agonist | NPY2 pot ag | TRPML3 ag | NPY Y1 blocker | CHOP inh | EP2 mod | NPY-Y1 PAM-ag | S1P4 antagonist | S1P4 ag
CCOC(=O)Cc1csc(NC(=O)COc2ccc(N(C)S(=O)(=O)c3cccs3)cc2)n1 | 8.1 | 19 | 7.5 | 2 | 63 | -11 | 11 | -12 | -0.8
c1cncc(-c2nc(-c3ccc4c(c3)OCO4)cs2)c1 | -0.7 | -23 | 0.3 | -1 | 10 | -13 | 1 | 7 | -0.1
C=CCn1c(=NC(=O)c2ccco2)sc2cc(C(=O)OCC)ccc21 | 1.0 | -9 | 0.4 | 0 | 84* | 33 | -19 | -5 | -1.5
COc1cc(CN2CCN(CCOCCO)CC2)cc(OC)c1OC | 0.9 | -14 | 0.7 | 3 | 0 | 40 | -1 | -11 | 3.3
CC(C)NC(=O)CCCC(=O)NC(C)C | -0.7 | 11 | 0.3 | -9 | 29 | 23 | 19 | 0 | 1.2
COc1ccc(-c2nn(-c3ccccc3)cc2/C=C\C(=O)Nc2ccc(C(=O)O)cc2)cc1 | 1.0 | 11 | 0.7 | -4 | 40 | 18 | 18 | 7 | -2.7
Cc1cc(C)nc(N2CCCC(C(=O)NCc3cccs3)C2)n1 (stereo not drawn) | -1.1 | 8 | 0.0 | -3 | -11 | 13 | 4 | -9 | -2.6
CCOC(=O)C1CCCN(C(=O)CSc2nccn2C)C1 (stereo not drawn) | 1.0 | -7 | -0.3 | -1 | -43 | 15 | -4 | -15 | -2.4
COc1cc(NC(=O)c2cccnc2SC)cc(OC)c1OC | 0.2 | 0 | 0.6 | 3 | -9 | -16 | -13 | -2 | 0.9
O=C(C1CCC(CNc2nc(=S)[nH]c3ccccc23)CC1)N1CCN(c2ccccn2)CC1 (stereo not drawn) | 0.3 | 8 | 0.8 | -1 | 25 | -29 | -3 | -14 | 2.1
Cc1ccccc1OCC(=O)N(Cc1cccs1)C1CCS(=O)(=O)C1 (stereo not drawn) | -0.6 | 0 | 0.5 | -3 | -34 | -8 | 5 | 0 | 0.9
C#CCNC(=O)C1=C[C@H](c2cn(C(C)=O)c3ccccc23)[C@@H](CCCO)[C@H](OCC)O1 | 1.4 | -3 | -0.4 | 1 | 10 | -7 | -32 | 0 | 0.9
CCN(CCCNC(=O)COc1cc(=O)n(CC)c2ccccc12)c1ccccc1 | -0.6 | 3 | -0.3 | 2 | 35 | 5 | -4 | -21 | 0.4
COc1ccc(C(=O)N2c3ccccc3C(=O)OC2c2ccc3c(c2)OCO3)cc1 (stereo not drawn) | -0.9 | 10 | 0.7 | 1 | -12 | 1 | 19 | -5 | 0.6
COCc1cc(=O)[nH]c(/N=C(\N)Nc2c(F)cccc2F)n1 | 0.0 | -17 | 0.7 | . | 2 | 22 | 3 | -6 | -0.4
CCCn1c(N)c(Sc2ccc([N+](=O)[O-])cc2)c(=O)n(CCC)c1=O | -0.5 | 10 | 0.1 | -3 | -2 | -26 | 20 | -8 | 0.8
CCOC(=O)N1CCN(CC(O)COc2c(C)cccc2C)CC1 (stereo not drawn) | 1.4 | -1 | 0.3 | 8 | 10 | -20 | -11 | -4 | 0.0
CCC(=O)Nc1ccc(N2CCC(C)CC2)cc1 | 0.3 | -1 | 0.3 | 3 | -13 | -46&-23 | -9 | -15 | 1.1
FC(F)(F)c1cccc(Cc2noc(CN3CCSCC3)n2)c1 | -0.8 | -14 | -0.3 | 3 | 3 | -25 | -10 | 3 | 0.3
O=C(NCc1cccs1)c1nc(-c2cccs2)no1 | -1.0 | -4 | 0.4 | 5 | -11 | -24 | -2 | 5 | -0.1
CC1Cc2nc(SCC(=O)Nc3ccccc3F)n(C)c(=O)c2S1 (stereo not drawn) | -1.8 | -2 | 0.6 | 3 | 21 | 11 | -2 | 6 | -0.7
Cc1ccc(/C=C/C(=O)Nc2ccc([N+](=O)[O-])cc2)o1 | 7.1 | -9 | 3.0 | 2 | -14 | -1 | 22 | -7 | 0.2
CN1CCC/C1=C/C=C1\SC(=S)NC1=O | 11 | -3 | 10 | -1 | 2 | -7 | 3 | 6 | -2.2
CCn1c(NC(=O)C(C)C)c(-c2cccs2)c(=O)c2ccccc21 | 0.6 | 10 | 0.9 | . | -10 | 15 | -13 | -3 | 2.2
CCC(C)Sc1nc2c(c(=O)[nH]c(=O)n2C)n1Cc1ccc(Cl)cc1 (stereo not drawn) | -1.1 | 3 | -0.1 | 6 | 98* | 51 | -7 | -16 | 2.3

(more compounds)
SMILES | zfTRPN1 agonist | NPY2 pot ag | TRPML3 ag | NPY Y1 blocker | CHOP inh | EP2 mod | NPY-Y1 PAM-ag | S1P4 antagonist | S1P4 ag
O=C(c1cccc([N+](=O)[O-])c1)c1cc2ccccc2o1 | 0.9 | -5 | 0.9 | 3 | 13 | -13 | -3 | -25 | -1.8
CC1CCN(C(=O)CN(CCc2ccccc2)S(C)(=O)=O)CC1 | 0.7 | -1 | 2.1 | 9 | -28 | -6&-73 | 7 | -7 | 0.9
CCCCC(=O)Oc1ccccc1C1SCc2cc(C)c(C)cc2CS1 | -0.8 | 2 | 1.1 | -3 | 40 | 38 | -10 | -7 | 0.2
CCOC(=O)CCNC(=O)N1CCCC(CNS(=O)(=O)Cc2ccccc2)C1 (stereo not drawn) | -0.1 | -4 | 0.6 | 10 | 12 | 29 | -3 | -31 | 2.2
COC(=O)CC1Oc2ccc(C)cc2NC1=O (stereo not drawn) | 0.0 | -17 | 0.2 | 2 | 39 | -8 | -13 | -5 | -2.8
CCN(CC)S(=O)(=O)c1ccc(OC)c(NC(=O)c2cc(=O)[nH]c3ccccc23)c1 | 2.1 | -7 | 0.1 | 8 | -2 | -1 | -2 | -15 | 1.2
Cc1ccc(/C=C(/C#N)C(=O)NC(=O)Oc2ccccc2)cc1 | 2.5 | 5 | 0.9 | 7 | 3 | -38 | -5 | -6 | -1.2
CNC(=O)CSc1nnc(-c2ccncc2)n1Cc1ccccc1 | 0.9 | 5 | 1.0 | 6 | 40 | 34 | 37 | -59 | 0.5
